# DRD3 agonist: agonists of human D3 dopamine receptor; P35462; max activation, %; 410,000 compounds, 0.58% hits; D3R DiscoveRx beta-arrestin cells, luminescence, 90 min; in the data active = max activation above about 30%; note: 0% is about no effect; mostly tested at two doses, the higher about 12 µM
# Target sequence (P35462 whole entry, looked up): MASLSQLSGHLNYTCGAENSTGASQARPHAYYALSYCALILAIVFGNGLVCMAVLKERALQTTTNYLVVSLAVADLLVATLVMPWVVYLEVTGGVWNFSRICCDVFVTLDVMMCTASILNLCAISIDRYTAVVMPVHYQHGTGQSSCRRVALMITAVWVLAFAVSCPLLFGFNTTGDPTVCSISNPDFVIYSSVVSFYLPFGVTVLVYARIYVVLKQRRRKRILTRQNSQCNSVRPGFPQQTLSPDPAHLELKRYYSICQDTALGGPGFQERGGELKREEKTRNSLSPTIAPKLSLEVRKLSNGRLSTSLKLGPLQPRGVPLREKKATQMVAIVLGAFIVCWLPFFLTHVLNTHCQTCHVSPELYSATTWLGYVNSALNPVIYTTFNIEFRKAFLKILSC
#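 Cells at 1500/well, incubated overnight, then treated with pinned compounds (dopamine as control) for 90 min at 37 degrees C. DiscoveRx reagent added for 30 - 60 minutes at room temperature; luminescence read.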
# Abeta rescue: A-beta toxicity reversal in yeast. Potency, µM (top dose mostly 46.1 µM), for the others: at the highest dose growth rescue, hits mostly activators. yeast expressing A-beta42, growth rescue, OD600, 48 h; response scale: 0% DMSO, 100% iron-clioquinol control. 410,000 compounds, 0.063% hits; note: potency is the fitted concentration of half-maximal effect; nearly all actives have a fitted effect of over 55% in size
#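 Yeast A-beta toxicity model in growth medium with pinned compounds, 48 h at 30 C; growth read as absorbance at 600 nm. Normalized to FeCl3/clioquinol equimolar mix (positive) and DMSO (negative).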
# EPAC2 ag: agonists of human EPAC2 (RAPGEF4); Potency, µM (titrated, usually from 154 µM), for inactives: top-dose activation, hits mostly activators; EPAC2 activation, biochemical qHTS; response scale: 100% = 6.5 mM cAMP response; 360,000 compounds, 0.079% hits; note: potency is the fitted concentration of half-maximal effect; nearly all actives have a fitted effect of over 50% in size
#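 Compounds were titrated in qHTS against a Rap1B-BODIPY-GDP (250 nM) complex with EPAC2 (100 nM) and GDP (50 uM). BODIPY-GDP release tracked at 480/540 nm over 30 min at room temperature, normalized to 6.5 mM cAMP.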
# EPAC2 antag: antagonists of human EPAC2; EPAC2 GEF exchange of Rap1B-BODIPY-GDP, fluorescence; Potency, µM (top dose mostly 114 µM), for the others: top-dose activity, negative = inhibition, usual class: inhibitors; 360,000 compounds, 0.18% hits; AID 720708; note: potency is the fitted concentration of half-maximal effect; % is set by controls: 0 for no effect and ±100 for the full control effect; nearly all actives have a fitted effect of over 45% in size; many of its hits are not listed in these tables
# FUS suppressor: suppressors of FUS proteinopathy in yeast. S. cerevisiae FUS-expressing, growth rescue, OD600, 24 h. Potency, µM (doses to about 76.6 µM), without a hit: at the highest dose growth rescue (activation), hits mostly activators. 390,000 compounds, 0.24% hits;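 note: potency is the fitted concentration of half-maximal effect; plate controls were DMSO vehicle for no effect and reference control for full effect; nearly all actives have a fitted effect of over 55% in size; some results filed as inactive show a strong effect at the top dose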
#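 Steps: raffinose overnight preculture; dilution to OD 0.005 in 2% galactose minimal medium; compound addition (concentration series); 24hr at 30C, 99% humidity; absorbance read at 600 nm.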
# D3 antag: D3 dopamine receptor (human) antagonism | D3R cells, DiscoveRx beta-arrestin luminescence, antagonist mode; stronger effect = lower value | 360,000 compounds, 2.5% hits | P35462 | AID 652054 | max response, negative = inhibition, %; in the data active = max response below about -50%; inconclusive = no clear call, values can overlap the other calls; note: % is set by controls: 0 for no effect and ±100 for the full control effect; mostly tested at two doses, the higher about 12 µM
#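 Cells expressing the human receptor were seeded at 1500 cells/well, incubated overnight at 37 degrees C in 5% CO2, then exposed to library compounds with dopamine controls for 90 minutes at 37 degrees C before luminescent detection.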
# aSyn yeast inh: inhibitors of alpha-synuclein toxicity in yeast; Yeast expressing alpha-synuclein, growth rescue, BacTiter-Glo, 24 h; Potency, µM (series often up to 46.1 µM), for the others: at the highest dose growth rescue (activation), usual class: activators; 370,000 compounds, 0.14% hits; AID 652106; note: potency is the fitted concentration of half-maximal effect; % of control where 0% means no effect; nearly all actives have a fitted effect of over 65% in size
#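 Galactose-induced alpha-syn yeast (OD600=0.02, raffinose-pregrown) + pinned cpd, 24 hr, 30 deg C; growth by BacTiter-Glo luminescence. Growth restoration scores as activation.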
# TDP43 rescue: inhibitors of TDP-43 toxicity in yeast | 410,000 compounds, 1.8% hits | TDP-43 expressing yeast growth rescue, BacTiter-Glo, 24 h | Potency, µM (titrated, usually from 46.1 µM), without a hit: at the top dose growth rescue (activation), actives largely listed as activators; note: potency is the fitted concentration of half-maximal effect; % of control where 0% means no effect; nearly all actives have a fitted effect of over 50% in size
#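 Luminescence from BacTiter-Glo reports growth of TDP-43-expressing yeast after 24 hr at 30 deg C with compound. Cells were raffinose-pregrown to mid-log, then seeded in galactose medium at OD600=0.02.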
# * = called active by the depositor; ? = inconclusive; . = no result given; & = joins results of further samples; [ ] = another dose, or the depositor's remark. Unless noted, calls come from the whole dose curve; as a rule, active = well fitted curve in the direction sought with a large enough effect; inconclusive = small, poorly fitted or top-dose-only effect, or another doubt; inactive = no such curve, though single readings can be large; an effect the other way counts as inactive or inconclusive.
SMILES,DRD3 agonist,Abeta rescue,EPAC2 ag,EPAC2 antag,FUS suppressor,D3 antag,aSyn yeast inh,TDP43 rescue
O=S(=O)(Nc1cc(F)ccc1F)c1cccc2nonc12,-4.0,-10.1%,0.7%,-15.1%,1.6%,-3.3,13.1%,7.9%
O=C(CN1CCN(C2CCCCC2)CC1)Nc1ccc(Br)cc1,-20.2,-6.9%,-4.5%,3.5%,15.2%,-52.9*,-9.1%,-18.7%
CC(=O)NCC(=O)N(c1c(C)n(C)n(-c2ccccc2)c1=O)C1(C(=O)NC2CCCC2)CCCCC1,-0.5,-2.7%,-1.3%,5.2%,9.3%,-0.2,3.8%,-37.1%[inhibitor]
Cc1ccc(Cn2cccc(NC(=O)CCC3CCCC3)c2=O)cc1,-10.5,-5.1%,6.0%,-16.0%,28.4%,-5.0,8.6%,13.6%
CC1=C(C(=O)OCc2ccccc2)C(c2ccc(Cl)cc2Cl)NC(=O)N1CCCC(=O)O (stereo unspecified),-15.0,-6.2%,-1.6%,-20.1%,-23.8%,-5.3,17.3%,13.3%
Cc1ccccc1NC(=O)CCN1C(=O)c2ccccc2C1=O,9.6,12.5%,16.5%,-5.9%,9.0%,-14.4,-3.8%,-16.3%
CCCCNC(=O)C1CCN(c2nc3ccc(C)cc3[nH]2)CC1,2.6,-6.3%,.,.,-7.5%,.,.,12.1%
O=C(Cc1ccccc1)NNS(=O)(=O)c1ccc([N+](=O)[O-])cc1,-3.7,-6.2%,6.4%,-1.7%,.,9.2,-2.6%,5.6%
CCOC(=O)C1CCN(C(=O)Cn2c(=O)c3cccn3c3cccnc32)CC1,-1.3,-13.9%,2.7%,9.3%,-4.4%,3.8,-0.2%,10.1%
Cc1noc(C)c1NC(=O)N(C)C[C@H]1Oc2c(NC(=O)NC(C)C)cccc2C(=O)N([C@H](C)CO)C[C@@H]1C,14.4,-8.8%,0.3%,9.6%,-11.9%,4.6,-2.1%,6.7%
COc1ccc(Cl)cc1NC(=O)c1ncn(-c2ccccc2)n1,-14.7,-24.5%,.,.,-6.4%,.,.,13.2%
O=C(NCc1ccc(Cl)cc1)C1CCCN(c2ncnc3c2nc2n3CCCCC2)C1 (stereo unspecified),-14.7,.,11.3%,1.8%,9.1%,-29.5,-9.1%,0.1%
CCC(=O)N1CCc2cc(S(=O)(=O)CCC(=O)Nc3ccc(F)c(F)c3)ccc21,6.9,0.0%,-6.6%,-4.7%,13.0%,-9.1,1.6%,-1.6%
COc1ccc(CCN=C(N)NS(=O)(=O)c2ccc(F)cc2)cc1,5.8,-10.6%,5.1%,-0.3%,1.0%,0.9,-4.1%,-4.0%
COc1ccc(Cc2nnc(SCC(=O)Nc3ccccc3C#N)o2)cc1,-4.6,10.5%,6.7%,-3.5%,15.8%,-13.2,-4.3%,20.8%
COc1ccc(/C=C2\CCn3c2nc2cc(C(=O)O)ccc2c3=O)cc1OC,8.7,-4.2%,3.7%,3.1%,-2.6%,4.7,-1.4%,2.6%
COc1ccc(/C=C/C(=O)c2cc(Br)ccc2O)cc1OC,-2.1,5.9%,10.6%,-14.2%,-40.7%,-21.6,2.0%,16.3%
Cc1nnc(NC(=O)CSc2ccc([N+](=O)[O-])cn2)s1,3.2,-2.0%,-0.1%,1.3%,-12.5%,2.5,0.2%,0.1%
CC(=O)Nc1ccc(-c2ccnc3c2CC(C)(C(=O)NCc2cccc(Cl)c2)O3)cc1 (stereo unspecified),-3.5,-4.9%,-0.2%,-10.4%,29.2%,8.7,8.6%,-6.3%
CCCc1cc(=O)[nH]c(SCC(=O)Nc2cccc(S(=O)(=O)N3CCOCC3)c2)n1,-9.6,-6.3%,6.4%,7.7%,.,0.0,-2.3%,-13.5%
CCCSc1cc(=O)n(-c2ccccc2)nc1C(=O)O,4.6,1.4%,3.6%,1.7%,-7.9%,12.5,-1.0%,-13.7%[0.397 µM]
Cc1nonc1C1CCCN1Cc1cn[nH]c1-c1ccc(-c2ccccc2)cc1 (stereo unspecified),-3.5,-3.0%,9.7%,-11.6%,15.1%,-0.1,-1.2%,-6.1%
COc1ccc(CNc2ncnc(N)n2)cc1,4.8,7.1%,-83.7%[15.6 µM],5.5%,-17.5%,-11.1,18.0%,-9.9%
O=C(NCCCN1CCOCC1)C1CCN(S(=O)(=O)c2cccc(C(F)(F)F)c2)CC1,-2.1,-11.9%,2.9%,16.1%,.,-8.7,1.4%,-7.0%
Cc1ccc(NC(=O)C2CCCCC2C(=O)O)cc1Cl (stereo unspecified),-8.4,-4.5%,8.6%,0.8%,32.9%,5.7,1.9%,-22.7%[0.397 µM]
CCn1c(=O)c(C(=O)NCCNCCO)c(O)c2ccccc21,-4.3,1.1%,-85.2%[15.6 µM],12.3%,-0.3%,15.1,12.1%,-24.2%
O=[N+]([O-])c1cccc(Oc2cnccn2)c1,5.8,-3.8%,4.6%,11.7%,20.2%,-6.5,7.3%,-0.4%
CCC(c1nnnn1C(C)(C)CC)N(CCCO)Cc1cc2cc(C)cc(C)c2[nH]c1=O (stereo unspecified),0.3,4.9%,19.8%,3.1%,28.0%,26.1,-2.9%,13.0%
CCN(CC)C(=O)c1[nH]cnc1C(=O)Nc1ccccc1F,-3.5,-1.3%,-2.8%,2.5%,6.6%,-10.5,0.8%,0.0%
COc1cccc(OC)c1NC(=O)c1ccc(-c2cc(Cl)ccc2Cl)o1,-6.8,-13.6%,3.1%,?,-7.4%,-16.5,-1.0%,-22.0%
CCOCCCNC(=O)C(c1ccc(OC)cc1)N(Cc1ccc2c(c1)OCO2)C(=O)CNC(C)=O (stereo unspecified),1.0,-14.0%,-13.3%,-1.4%,9.1%,61.9,6.7%,16.4%
CN(C)S(=O)(=O)c1cccc(NC(=O)CCc2c[nH]c3ccccc23)c1,-3.0,-0.1%,10.3%,3.3%,19.4%,1.9,-5.3%,-14.5%
COc1ccc(/C=C2\SC(=O)N(CCC(=O)N3CCN(C)CC3)C2=O)cc1,-13.5,-7.0%,6.7%,21.9%,-12.6%,-8.1,-1.1%,-5.6%
O=c1[nH]cc(S(=O)(=O)N2CCN(c3cccc(Cl)c3)CC2)c(=O)[nH]1,1.1,8.5%,1.1%,5.5%,-7.7%,?,2.3%,17.7%
CC(=O)c1ccc(Cc2ccc(C(C)=O)s2)s1,0.3,1.6%,0.3%,-8.3%,15.9%,10.1,?,?
CCOC(=O)C1CCN(C(=O)COc2ccc3c(c2)OCO3)CC1,-5.8,-0.4%,10.0%,-6.2%,3.8%,-0.9,-3.5%,-9.7%
O=C(c1cn(-c2ccccc2)nc1-c1cccnc1)N1CCN(S(=O)(=O)c2cccc(F)c2)CC1,1.7,-11.5%,2.9%,-21.5%,-5.2%,4.7,-10.6%,7.6%
CCOc1ccc(NC(=S)N2CCN(CCN3C(=O)c4cccc5cccc(c45)C3=O)CC2)cc1,1.0,3.4%,-7.3%,-0.4%,-17.6%,8.7,0.1%,10.2%
Cc1ccc(OCc2cc(C(=O)N(C)Cc3cnc4ccccn34)no2)cc1C,2.8,11.7%,1.2%,-8.1%,3.6%,0.9,-1.8%,16.9%
CC(C(=O)Nc1cccc([N+](=O)[O-])c1)N(c1ccccc1)S(C)(=O)=O (stereo unspecified),-9.7,7.1%,3.3%,-1.3%,12.2%,0.3,2.1%,0.5%[9.22 µM]
Cc1ccc(CNC(=O)COC(=O)c2ccc(S(=O)(=O)N3CCCC3)cc2)cc1,0.2,25.0%,-2.9%,-0.9%,20.9%,1.9,-0.7%,7.0%
O=C(NCc1ccccc1)c1cccc(NC(=O)C2CC2)c1,4.0,15.5%,-5.7%,18.4%,-15.9%,6.7,-6.7%,7.9%
Cc1cc(/C=N/NC(=O)c2cccnc2)c(C)n1CC(C)C,-5.9,4.0%,-11.5%,0.8%,30.5%,-5.0,-0.4%,10.1%
CCOC(=O)c1cnc2c(c(C3CC3)nn2C)c1N1CCOCC1,-15.3,-21.7%,4.5%,23.4%,12.0%,-21.9,0.1%,-21.8%
CC(C(=O)NCc1ccccc1)N1Cc2ccccc2C1=O (stereo unspecified),7.3,-6.2%,.,.,-8.2%,.,.,15.7%
CC(=O)c1cc(-c2ccccc2)n(CC(=O)NC2CCCC2)c1C,6.5,-13.7%,1.2%,10.2%,36.5%,-8.7,0.6%,-14.7%
CCc1c(C(=O)Nc2ccc(S(=O)(=O)N3CCOCC3)cc2)csc1C,2.7,1.1%,18.5%,-6.5%,41.7%,-4.7,-3.4%,-3.1%
COc1ccc(S(=O)(=O)Nc2ccccc2SC)cc1C,1.7,-3.0%,18.2%,?,-3.9%,-25.3,13.5%,21.5%
CCOc1ccc2[nH]cc(C(=O)NCc3ccccc3)c(=O)c2c1,6.1,5.6%,-1.9%,-6.4%,-13.2%,5.0,-10.9%,-20.3%
CN(CC(=O)Nc1ccc(F)cc1)C(=O)COC(=O)c1cc(Br)c(Br)s1,-3.6,5.3%,11.4%,0.2%,16.5%,-28.9,24.2%,?

# Single records, as listed above. Screens in order: DRD3 agonist, Abeta rescue, EPAC2 ag, EPAC2 antag, FUS suppressor, D3 antag, aSyn yeast inh, TDP43 rescue
# COc1ccc(Cl)cc1NC(=O)c1ncn(-c2ccccc2)n1 is listed as -14.7, -24.5%, ., ., -6.4%, ., ., 13.2%
# CCC(c1nnnn1C(C)(C)CC)N(CCCO)Cc1cc2cc(C)cc(C)c2[nH]c1=O (stereo unspecified) is listed as 0.3, 4.9%, 19.8%, 3.1%, 28.0%, 26.1, -2.9%, 13.0%

# More structures.
SMILES,DRD3 agonist,Abeta rescue,EPAC2 ag,EPAC2 antag,FUS suppressor,D3 antag,aSyn yeast inh,TDP43 rescue
CCOC(=O)C1CCN(C(=O)COC(=O)C23CC4CC(CC(C4)C2)C3)CC1,-5.1,0.1%,13.0%,0.3%,8.4%,-22.8,4.0%,10.8%
Cc1ccc(C(=O)Nc2ccc(F)cc2)cc1NC1=NC2CS(=O)(=O)CC2S1 (stereo unspecified),1.6,10.1%,-0.2%,26.1%,-10.8%,1.2,5.4%,17.6%
CCOc1ccc2nc(Nc3nc4ccc(NC(C)=O)cc4s3)sc2c1,4.5,11.8%,-7.7%,15.2%,?,23.1,-18.7%,?
CNC(=S)NNC(=O)Cc1ccc(O)cc1,7.2,2.8%,15.5%,-3.0%,.,-21.4,1.2%,8.0%
Cc1nnc(N2CCC(C(=O)NC3CCC(C)CC3)CC2)c2nn(-c3ccc(Cl)cc3)c(C)c12 (stereo unspecified),-2.9&2.1,-12.2%&11.0%,-7.7%,-0.5%,-14.5%&-16.2%,-6.9,-2.4%,-3.4%&19.5%

# Only part of the results is shown (hit frequency here may not be typical).
